High-throughput results deposited in PubChem BioAssay by The Scripps Research Institute Molecular Screening Center.
OXTR agonist = agonists of human oxytocin receptor; P30559; activation, % at 3 µM; 0.32% of 320,000 active; CHO-OTR cells, Fluo-8 calcium fluorescence; normalized: DMSO 0%, oxytocin 100%;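 active = activation above the mean of all tested compounds plus 3 SD, cutoff set per screening run, cut at about 20% in these data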;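 also: peak over basal fluorescence ratio from a 100 s FLIPR kinetic read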
Target sequence (P30559 whole entry, looked up): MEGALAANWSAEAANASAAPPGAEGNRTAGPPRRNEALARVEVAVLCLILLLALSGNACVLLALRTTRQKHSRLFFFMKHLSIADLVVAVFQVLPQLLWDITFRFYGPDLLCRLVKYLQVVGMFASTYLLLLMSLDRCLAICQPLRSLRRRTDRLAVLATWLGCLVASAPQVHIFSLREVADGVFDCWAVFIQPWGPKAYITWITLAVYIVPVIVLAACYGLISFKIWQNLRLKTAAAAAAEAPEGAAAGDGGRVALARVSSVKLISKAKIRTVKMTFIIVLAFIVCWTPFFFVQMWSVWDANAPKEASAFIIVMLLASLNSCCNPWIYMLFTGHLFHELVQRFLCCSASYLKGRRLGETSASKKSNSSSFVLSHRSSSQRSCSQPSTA
TAAR1 antagonist = human TAAR1 antagonism. Q96RJ0. CHO RD-HGA16 TAAR1, Fluo-8 calcium fluorescence, antagonist. inhibition, % at 3 µM. 1.5% of 360,000 active. AID 624466;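 active = inhibition above a per-plate cutoff, the mean inhibition of test compounds on that plate plus 3 SD, cut at about 49% in these data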;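 also: 0% = DMSO plus EC80 beta-PEA response and 100% = DMSO alone without agonist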
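Test system: hTAAR1-expressing CHO RD-HGA16 cells, Gα16-coupled; Probe or stimulus: EC80 β-phenethylamine stimulus; Compound dosing: single nominal final test compound concentration of 3 µM; Timing: 140 s kinetic read after compound, 140 s after agonist; Signal: Fluo-8 calcium-sensitive fluorescence; Measure: % inhibition of agonist calcium response; Controls: DMSO and EC80 PEA controls.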
CHO-K1 Ca antag = nonselective inhibitor or artifact in parental CHO-K1 cells; ATP-induced calcium, Fluo-8 fluorescence; inhibition, % at 3 µM; 0.6% of 360,000 active; AID 602250;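 active = inhibition above a per-plate cutoff, the plate's mean sample inhibition plus 3 SD, cut at about 24% in these data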;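 also: 0% = DMSO plus EC80 ATP and 100% = DMSO alone without ATP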
GPR7 antag = human neuropeptides B/W receptor 1 antagonism. P48145. GPR7-expressing cells, fluorescence antagonist assay. inhibition, % at 4.4 µM. 1.1% of 290,000 active. AID 1861; in the data active = inhibition above about 16%, passing the limit was not always enough;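 also: cells stimulated with the agonist NPW; 0% = agonist with vehicle and 100% = vehicle without agonist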
CHO parental Ca = signal in parental CHO cells, OX1R antagonist counter-screen; parental CHO-K1, ATP-induced calcium, Fluo-8 fluorescence; inhibition, % at 5.6 µM; 0.63% of 330,000 active; AID 463079;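 active = inhibition above that plate's mean sample inhibition plus 3 SD, cut at about 26% in these data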;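 also: 0% = ATP-challenged DMSO wells and 100% = DMSO wells without ATP; some compounds past the cut are filed as inactive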
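Material: Parental CHO cells | Reagent: ATP | Compound dosing: Single nominal dose of 5.6 µM per compound | Detection: Intracellular calcium via Fluo-8 no-wash fluorescent dye | Read-out: % inhibition of ATP-induced calcium mobilization | Benchmarks: Low control ATP plus DMSO, high control DMSO only | Replicates: Singlicate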
M1 PAM parental = M1 PAM counterscreen hit in parental CHO-K1 cells; AID 602247; ATP EC20, Fluo-8 calcium fluorescence; 0% at ATP EC20, 100% at ATP max; activation, % at 3 µM; 0.02% of 360,000 active;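 active = activation above the run cutoff, the mean activation of all test compounds plus 3 SD, cut at about 40% in these data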;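 also: peak over basal fluorescence ratio in a 140 s read after ATP addition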
OXTR potentiate = human OXTR potentiation | P30559 | 0.061% of 320,000 active | CHO-OTR cells, Fluo-8 calcium fluorescence, potentiator mode; 0% = oxytocin EC15, 100% = EC100 | activation, % at 3 µM | AID 2445;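 active = activation above that plate's cutoff, the mean activation of tested compounds plus 3 SD, cut at about 6.6% in these data, passing the limit was not always enough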;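 also: 100% uses oxytocin at 75 nM as the full agonist control; some results filed as inactive read as strong as hits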
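Measured by – Fluo-8 calcium dye fluorescence · Test system – human OTR in CHO cells · Dosing – one concentration, 3.0 µM compound · Controls – EC15 oxytocin alone as 0%, 75 nM oxytocin as 100% · Evaluation – normalized max/min fluorescence ratio, % activation · Timing – 6 min pre-incubation, 100 s read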
V1aR counter = activates human V1a receptor in oxytocin agonist counter-screen. P37288. CHO-V1R cells, Fluo-8 calcium fluorescence, agonist mode; 0% DMSO, 100% 3 nM vasopressin. activation, % at 3 µM. 0.25% of 320,000 active;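 active = activation above the mean activation of all tested compounds plus 3 SD, per screening run, cut at about 20% in these data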;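 also: signal is peak over basal fluorescence ratio across a 100 second FLIPR read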
Target sequence (P37288 whole entry, looked up): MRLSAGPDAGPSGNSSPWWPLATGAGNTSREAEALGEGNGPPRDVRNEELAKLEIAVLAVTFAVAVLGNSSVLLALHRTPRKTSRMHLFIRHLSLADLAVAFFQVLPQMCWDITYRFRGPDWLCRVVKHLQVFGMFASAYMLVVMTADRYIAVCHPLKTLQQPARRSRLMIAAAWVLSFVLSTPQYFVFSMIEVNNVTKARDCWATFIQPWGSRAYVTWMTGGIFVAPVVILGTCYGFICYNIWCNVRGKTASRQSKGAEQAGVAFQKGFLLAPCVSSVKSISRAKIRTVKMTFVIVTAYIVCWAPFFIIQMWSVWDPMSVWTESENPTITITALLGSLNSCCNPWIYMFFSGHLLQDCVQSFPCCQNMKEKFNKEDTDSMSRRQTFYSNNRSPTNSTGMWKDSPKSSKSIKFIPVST
CHO-K1 Ca ag = counter-screen for M1 agonists: effect in parental CHO-K1 cells; 0.48% of 360,000 active; activation, % at 3 µM; Fluo-8 calcium fluorescence; scaled to maximal ATP response, vehicle zero; in the data active = activation above about 15%;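 also: untransfected CHO-K1 host cells lacking M1 receptor as counterscreen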
* hit, by the source's call; x = not tested or not shown.

molecule	GPR7 antag	CHO-K1 Ca antag	OXTR potentiate	V1aR counter	CHO parental Ca	TAAR1 antagonist	CHO-K1 Ca ag	OXTR agonist	M1 PAM parental
C=CCn1c(=O)c2c(nc3n2CCCN3CCc2ccccc2)n(C)c1=O	-9	-6	1	4.5	-21	-15	5.8	1.9	19
CC(C)C[C@H](NC(=O)[C@@H](Cc1ccccc1)n1c(=O)[nH]c2ccccc2c1=O)C(=O)N[C@@H](Cc1ccccc1)C(=O)O	-3	0	2	0.6	-16	-10	-0.4	0.1	11
O=C(Nc1ccc([N+](=O)[O-])c(NC(=O)c2cccnc2)c1)c1cccnc1	x	-8	-4	-1.0	-3	1	1.4	0.9	8
CCOc1ccc(S(=O)(=O)N2CCN(C(=O)c3ccncc3)CC2)cc1	-2	1	-3	1.1	7	-2	1.4	-0.2	-5
CCCc1nc2ccc(C)cn2c1Cc1ccsc1	x	-12	x	x	x	-16	0.9	x	16
CC(=O)c1ccc(NC(=S)Nc2ccn(Cc3ccc(Br)cc3)n2)cc1	-2	-15	-22	3.8	-17	15	5.5	2.6	23
O=C(Nc1ccc(F)cc1Cl)c1ccc2c(=O)n3c(nc2c1)CCCCC3	-5	-11	2	0.8	-4	11	0.7	1.2	25
CC1(C)NC(=O)N(CC(=O)Nc2nc(-c3ccc(F)cc3)cs2)C1=O	-8	-22	-5	1.7	1	35	5.2	0.8	0
CN(C)C(=O)CSc1nc2ccccc2n1Cc1ccccc1	1	-7	-11	0.6	-2	-15	0.3	-1.8	3
CC(=O)OCC(=O)C1(O)CCC2C3CC(F)C4=CC(=O)CCC4(C)C3C(O)CC21C (stereo not drawn)	x	-5	x	x	x	-7	1.9	x	11
COc1cccc(NC(=O)CN(C)C(=O)c2ccc(-c3cccc(C(F)(F)F)c3)o2)c1	x	1	-3	3.0	-18	-18	0.2	0.5	-8
Cc1cc(C)c(S(=O)(=O)Nc2ccc(N3CCOCC3)cc2)c(C)c1	-8	-5	-20	0.8	-6	-20	1.3	-0.4	12
CCC(=O)Nc1ccccc1C(=O)OC(c1ccccc1)c1ccccc1	6	-5	-2	1.4	-42	17	1.5	-1.5	3
CCOC(=O)c1c(N)sc(C(=O)N2CCCCC2)c1C	5	-9	-2	-1.7	-19	-12	0.7	-2.7	22
O=C1NC2(CCCCO2)CO1 (stereo not drawn)	-10	-8	-15	0.1	-11	6	0.0	-0.3	-2

Part of the list above, with two lines to a compound.
The line under a structure holds: GPR7 antag	CHO-K1 Ca antag	OXTR potentiate	V1aR counter	CHO parental Ca	TAAR1 antagonist	CHO-K1 Ca ag	OXTR agonist	M1 PAM parental
> O=C1NC2(CCCCO2)CO1 (stereo not drawn)
 : -10	-8	-15	0.1	-11	6	0.0	-0.3	-2
> CCCc1nc2ccc(C)cn2c1Cc1ccsc1
 : x	-12	x	x	x	-16	0.9	x	16

Next compounds follow.
molecule	GPR7 antag	CHO-K1 Ca antag	OXTR potentiate	V1aR counter	CHO parental Ca	TAAR1 antagonist	CHO-K1 Ca ag	OXTR agonist	M1 PAM parental
COc1ccccc1/C=N/n1cnnc1	-1	-20	-5	0.1	-4	5	1.2	0.7	24
Cc1ccc(OCCCOc2cccc3cccnc23)cc1C	-10	-22	-9	-1.2	-15	14	0.7	-1.8	31
O=C(Nc1cccc(Cl)c1Cl)Nn1cnnc1	-7	7	-9	-1.0	-3	-17	0.3	-0.4	-25
COc1ccc(C(=O)Oc2ccc(Br)cc2C(=S)N2CCOCC2)cc1	3	-13	-11	1.0	-8	-18	-0.4	-2.3	10
Cc1cscc(C)c1=S	x	-2	x	x	x	-8	0.4	x	0
Nc1nc(NCCCN2CCOCC2)nc(Nc2cccc(Cl)c2)c1[N+](=O)[O-]	-7	-24	4	4.5	-35	-47	2.9	5.5	27
Cc1cc2nc(N)sc2cc1C	3	5	-3	-0.4	5	6	0.6	-0.3	13
COc1cc(NC(=O)C2CC2)c(OC)cc1NC(=O)c1ccco1	-14	-19	-5	-0.6	-13	4	2.3	0.5	18
Nc1ccc2c(c1)C(=Cc1cccnc1)c1ccccc1-2	x	-15	x	x	x	-1	0.7	x	7
COc1ccc(Cc2nnc(NC(=O)Cc3cccs3)s2)cc1	6	2	x	x	x	x	2.2	x	20
COC(=O)c1ccc(OC(=O)/C=C/c2ccco2)cc1	-4	-12	-2	-0.1	-4	-8	-0.5	-0.8	-4
O=C(Nc1cc(C(F)(F)F)ccc1N1CCOCC1)c1ccc(Br)o1	-16	-21	0	-0.5	-15	-2	0.2	-2.5	-1
Cc1ccc(C)c(S(=O)(=O)N2CCN(C(=O)Cn3c(C(F)(F)F)nc4ccccc43)CC2)c1	4	-1	-5	0.9	-27	17	0.1	-1.1	3
CC(C)(C)c1ccc(C2(C)NC(=O)N(CC(=O)Nc3ccc4c(c3)OCO4)C2=O)cc1 (stereo not drawn)	8	10	-11	4.1	-2	9	0.6	4.2	-1
O=C1N(C2CCCC2)C[C@@H]2C[C@@H](c3cn[nH]c3-c3ccc(Cl)cc3)N3CCC[C@@]123	19	-6	-17	13	-25	19	3.3	11	12

Reformatted with two lines to a compound: 2 of the compounds above.
Below each SMILES – GPR7 antag, CHO-K1 Ca antag, OXTR potentiate, V1aR counter, CHO parental Ca, TAAR1 antagonist, CHO-K1 Ca ag, OXTR agonist, M1 PAM parental
- Cc1cc2nc(N)sc2cc1C
    3, 5, -3, -0.4, 5, 6, 0.6, -0.3, 13
- COc1cc(NC(=O)C2CC2)c(OC)cc1NC(=O)c1ccco1
    -14, -19, -5, -0.6, -13, 4, 2.3, 0.5, 18

(next part)
molecule	GPR7 antag	CHO-K1 Ca antag	OXTR potentiate	V1aR counter	CHO parental Ca	TAAR1 antagonist	CHO-K1 Ca ag	OXTR agonist	M1 PAM parental
CN1CCN(C(=O)c2ccc(S(=O)(=O)Nc3ccccc3)cc2)CC1	x	-7	1	0.7	-8	3	0.5	1.7	14
COCCn1c(SC(C)C(=O)NC2CC2)nnc1-c1cccc(C)c1 (stereo not drawn)	x	-15	8	-0.7	-40	-37	0.8	-0.8	10
CN(C)c1ncnc2c1ncn2[C@H]1CN(CCN2CCOCC2)C[C@@H](CO)O1	x	-11	x	x	x	-17	0.3	x	8
O=C(Nc1ccc2c(c1)OCO2)c1ccc(CO)cc1	x	-14	-3	0.3	-10	8	-0.4	1.2	7
CCOC(=O)[C@]12CCC=C1N(CCC1=CCCCC1)C(=O)[C@H](CC(=O)NCC1CCCCC1)C2	x	-13	x	x	x	-23	0.2	x	18
CC(C)c1ccc(/C=C2\CC/C(=C\C=N\N(C)C)C2=O)cc1	1	2	-11	0.8	-2	9	0.4	1.1	7
CCOc1ccc(OCC)c(NC(=O)CC2Oc3ccc(C)cc3NC2=O)c1 (stereo not drawn)	-6	-3	-4	-1.0	1	-16	1.5	-1.8	20
O=c1ccn(CCOc2ccc(Cl)cc2)c(=O)[nH]1	-1	-10	-6	0.7	-8	-3	0.3	0.9	17
CCCCOc1ccc(/C=C/C(=O)OCC(=O)NC(=O)NCC(C)C)cc1OCC	-5	7	-2	0.6	-10	-14	-0.3	-0.1	-7
COc1ccccc1CN1CC(C(=O)NCc2cc(F)ccc2C)CCC1=O (stereo not drawn)	6	-16	x	x	x	-9	0.1	x	26
CCOC(=S)SCc1cn2cccc(C)c2n1	5	-14	2	-0.6	-1	0	1.6	-0.9	14
COc1cc(C)ccc1OCC(=O)Nc1ccc2c(c1)OCO2	x	7	-5	-0.1	-16	-2	0.1	-0.2	-15
COc1ccc(C2/C(=C(/O)c3ccc4c(c3)CC(C)O4)C(=O)C(=O)N2CCCN2CCOCC2)cc1 (stereo not drawn)	1	5	-1	0.7	-24	-19	0.9	0.1	4
O=C(Nc1nccs1)[C@@H]1CCCN1S(=O)(=O)c1ccc(Cl)cc1	x	-10	-4	2.4	-12	-17	1.0	1.8	5
O=C(COc1ccc2ccccc2c1)Nc1ccc(Br)cc1C(=O)O	-7	-3	-2	0.2	-2	-11	1.4	-1.3	29

Sorted by value in GPR7 antag (low to high): three of the compounds above
molecule | GPR7 antag
CCCCOc1ccc(/C=C/C(=O)OCC(=O)NC(=O)NCC(C)C)cc1OCC | -5
COc1ccc(C2/C(=C(/O)c3ccc4c(c3)CC(C)O4)C(=O)C(=O)N2CCCN2CCOCC2)cc1 (stereo not drawn) | 1
COc1ccccc1CN1CC(C(=O)NCc2cc(F)ccc2C)CCC1=O (stereo not drawn) | 6

(next part)
molecule	GPR7 antag	CHO-K1 Ca antag	OXTR potentiate	V1aR counter	CHO parental Ca	TAAR1 antagonist	CHO-K1 Ca ag	OXTR agonist	M1 PAM parental
CN(CC(=O)Nc1ccc(F)cc1)C(=O)COC(=O)c1ccc(-c2ccccc2)cc1	x	-10	-14	3.7	8	-5	0.3	2.6	0
CC1CN(c2nc3c(c(=O)n(Cc4ccc(Cl)cc4)c(=O)n3C)n2C)CC(C)O1 (stereo not drawn)	-4	28*	-4	3.5	-28	13	0.2	0.3	-8
O=C(c1ccccc1)c1ccc2nc(-c3ccco3)c(-c3ccco3)nc2c1	-4	-18	-1	-1.3	-2	-7	0.6	-0.5	18
CN1C(=S)SC(/[N+]([O-])=C\c2ccc(Cl)cc2)C1(C)C (stereo not drawn)	6	-10	-2	1.6	2	2	0.3	0.9	17
CCCCn1c(=S)[nH]c2ccc(N3CCOCC3)cc2c1=O	-1	x	-3	-1.2	0	x	x	-0.3	x
O=C(/C=C/[C@H]1O[C@@H](n2cnc3c(NC(=O)c4ccccc4)ncnc32)[C@H](O)[C@@H]1O)NCc1ccco1	x	10	x	x	x	5	0.9	x	8
CCn1c(SCC(=O)Nc2cc(C)ccc2C)nc2c(c1=O)SC(C)C2 (stereo not drawn)	0	-10	2	-1.4	-9	-4	1.1	-0.5	23
COc1ccc(Cl)cc1Nc1nc(-c2sc(NC(=O)c3ccccc3)nc2C)cs1	-10	x	-6	-1.1	-22	x	x	-0.8	x
COc1cccc(NC(=O)c2ccccc2-c2nc(-c3ccccc3)no2)c1	-2	14	-10	2.0	-7	29	0.9	5.1	9
CCOc1ccc2nc(Cl)c(/C=C/C(=O)c3ccco3)cc2c1	-8	-8	0	-0.3	-20	11	0.9	-0.6	11
Cc1ccc(S(=O)(=O)NCCC(=O)N2CCC(C(N)=O)CC2)cc1C	x	-11	-5	-0.4	-2	-25	1.5	-0.3	7
Cc1ccsc1/C=N/NC(=O)CC(=O)NCC(C)C	-14	-15	-3	5.9	-7	10	-0.1	0.4	-1
CCCn1cnc2scc(-c3ccc(C)cc3)c2c1=O	-4	16	7	-1.7	-7	-10	-0.6	-2.0	-12
CCNC(=O)C1(C)CCN(C(=O)c2ccc(OC(F)F)cc2)C1 (stereo not drawn)	x	2	x	x	x	-19	-0.1	x	1
Cc1ccc(SCCNC(=O)c2ccccc2F)cc1	7	-8	-7	-1.0	1	-3	0.8	-2.4	5
COC(=O)Cc1c(O)ccn(Cc2ccc(Cl)c(Cl)c2)c1=O	-10	-5	-4	1.1	-6	-5	0.2	0.1	3
